Bim-Bcl-2: inhibitors of Bim-Bcl-2 binding, primary screen, biochemical, multiplexed, human Bcl-2 family; Apoptosis regulator Bcl-2 (Homo sapiens), P10415; Bead-based flow cytometry, Bim peptide-Bcl-2 binding; inhibition, % at 10 µM; 190,000 compounds, 0.06% hits; in the data active = inhibition above about 40%; inconclusive = no clear call, values can overlap the other calls;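 note: 0% = no compound wells with probe peptide and 100% = reference peptide inhibitor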
Target sequence (P10415 whole entry, looked up): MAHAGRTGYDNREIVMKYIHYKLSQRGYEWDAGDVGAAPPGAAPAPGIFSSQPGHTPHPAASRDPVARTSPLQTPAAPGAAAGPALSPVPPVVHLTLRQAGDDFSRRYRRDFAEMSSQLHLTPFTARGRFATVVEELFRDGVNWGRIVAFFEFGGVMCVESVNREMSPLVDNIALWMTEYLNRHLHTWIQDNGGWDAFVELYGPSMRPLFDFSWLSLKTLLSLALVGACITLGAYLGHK
Bim-Bfl-1: inhibitors of Bim binding to Bfl-1, primary screen, biochemical, multiplexed, bead-based flow cytometry; Bim-Bfl-1 binding inhibition; inhibition, % at 10 µM; 190,000 compounds, 0.12% hits;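 note: 0% = wells without compound plus tracer and 100% = blocker peptide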
RGS7-Gao reg: RGS7-Galphao binding modulators, primary screen, biochemical, multiplexed bead flow cytometry. 220,000 compounds, 0.35% hits. binding response (% of control), % at 10 µM. AID 1439, 2008. actives lie on both sides; in the data active = binding response below about 49% or above about 150%; inconclusive = no clear call, values can overlap the other calls; inactive = in between;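 note: fluorescent Galphao held in activated GDP-AlF4 state binding bead-coupled RGS7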
ABCB1 inh: ABCB1 efflux pump inhibitors, primary screen, cell-based, multiplex, flow cytometry, ABCG2 counter-screen. ATP-dependent translocase ABCB1 (Homo sapiens), P08183. CCRF-Adr cells, JC-1 efflux. inhibition, % at 6.6 µM. 190,000 compounds, 0.067% hits. AID 1326, 2008; in the data active = inhibition above about 40%;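 note: 0% = vehicle and 100% = reference inhibitor; higher value means more JC-1 retained so stronger ABCB1 efflux block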
RGS8-Gao reg: RGS8-Galphao binding modulators, primary screen, biochemical, multiplexed bead flow cytometry; Guanine nucleotide-binding protein G(o) subunit alpha (Homo sapiens), P09471; actives lie on both sides; response (percent of control binding), % at 10 µM; 220,000 compounds, 0.34% hits; in the data active = response below about 60% or above about 140%; inactive = in between;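 note: Galphao activated as the GDP aluminium fluoride complex binding bead-coupled RGS8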
Bim-Bcl-W: inhibitors of Bim binding to Bcl-W, primary screen, biochemical, multiplexed, bead-based flow cytometry | Bcl-2-like protein 2 (Homo sapiens), Q92843 | inhibition, % at 10 µM | 190,000 compounds, 0.02% hits | Bim peptide-Bcl-W binding | AID 952, 2007;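 note: 0% = bound tracer without compound and 100% = peptide blocker; higher means less fluorescent Bim peptide bound to Bcl-W beads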
Target sequence (Q92843 whole entry, looked up): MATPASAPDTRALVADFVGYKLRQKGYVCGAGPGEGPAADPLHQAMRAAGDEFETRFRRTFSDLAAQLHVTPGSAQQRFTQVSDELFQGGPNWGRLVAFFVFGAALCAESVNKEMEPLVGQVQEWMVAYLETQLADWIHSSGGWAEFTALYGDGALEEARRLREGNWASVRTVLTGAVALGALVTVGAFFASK
Mcl-1 Bim block: inhibitors of Bim peptide binding to Mcl-1, primary screen, biochemical, bead-based flow cytometry, multiplex | inhibition, % at 10 µM | Bim peptide-Mcl-1 binding | 190,000 compounds, 0.1% hits;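 note: 0% = no compound tracer wells and 100% = peptide blocker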
ABCG2 inh: ABCG2 efflux pump inhibitors, primary screen, multiplex with ABCB1, IgMXP3 cells, flow cytometry. inhibition, % at 6.6 µM. 190,000 compounds, 0.1% hits. Broad substrate specificity ATP-binding cassette transporter ABCG2 (Homo sapiens), Q9UNQ0. JC-1 efflux;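 active = inhibition above 80%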;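 note: 0% = DMSO and 100% = nicardipine control wells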
Target sequence (Q9UNQ0 whole entry, looked up): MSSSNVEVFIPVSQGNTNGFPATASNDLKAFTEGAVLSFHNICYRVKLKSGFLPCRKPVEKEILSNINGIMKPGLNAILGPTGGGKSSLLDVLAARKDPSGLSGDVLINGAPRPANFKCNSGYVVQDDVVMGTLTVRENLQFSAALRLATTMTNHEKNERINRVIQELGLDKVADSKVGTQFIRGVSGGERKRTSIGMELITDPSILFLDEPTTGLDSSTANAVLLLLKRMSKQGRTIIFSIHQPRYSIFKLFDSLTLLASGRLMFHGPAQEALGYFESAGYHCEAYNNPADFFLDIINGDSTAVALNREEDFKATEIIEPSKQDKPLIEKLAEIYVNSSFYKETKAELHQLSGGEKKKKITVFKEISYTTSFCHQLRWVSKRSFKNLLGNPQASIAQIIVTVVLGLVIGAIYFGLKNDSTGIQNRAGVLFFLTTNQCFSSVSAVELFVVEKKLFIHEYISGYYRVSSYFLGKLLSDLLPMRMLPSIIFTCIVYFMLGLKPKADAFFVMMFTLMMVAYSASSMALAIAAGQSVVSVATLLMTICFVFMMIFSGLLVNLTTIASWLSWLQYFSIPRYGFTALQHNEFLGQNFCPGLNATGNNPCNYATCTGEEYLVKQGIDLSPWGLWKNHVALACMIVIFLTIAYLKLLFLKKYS
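Test system: IgMXP3 cells (ABCG2) mixed with DDAO far-red-labelled CCRF-Adr cells (ABCB1). Reagent: JC-1 transporter substrate. Compound dosing: single test compound dose, 6.6 µM final. Times: 10 min compound exposure, 25 °C. Detection: flow cytometry of retained JC-1 fluorescence. Read-out basis: efflux inhibition in percent versus controls. Controls: nicardipine and DMSO wells.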
Bim-Bcl-XL: inhibitors of Bim-Bcl-XL binding, primary screen, biochemical, multiplexed, bead flow cytometry, human Bcl-XL | Bcl-2-like protein 1 (Homo sapiens), Q07817 | Bim peptide-Bcl-XL binding, fluorescence | inhibition, % at 10 µM | 190,000 compounds, 0.04% hits
RGS4-Gao reg: modulators of RGS4 binding to Galphao, primary screen, biochemical, multiplexed bead flow cytometry. actives lie on both sides. AID 1415, 2008. 220,000 compounds, 0.33% hits. binding response (% of control), % at 10 µM. Guanine nucleotide-binding protein G(o) subunit alpha (Homo sapiens), P09471; in the data active = binding response below about 49% or above about 150%; inactive = in between;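 note: fluorescent Galphao activated with aluminum fluoride binding bead-coupled RGS4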
Bim-Bcl-B: inhibitors of Bim-Bcl-B binding, primary screen, biochemical, multiplexed, human Bcl-2 family. Bcl-2-like protein 10 (Homo sapiens), Q9HD36. bead-based flow cytometry, Bim peptide-Bcl-B binding. inhibition, % at 10 µM. 190,000 compounds, 0.073% hits. AID 951, 2007;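 note: 0% = tracer peptide without compound and 100% = reference inhibitor peptide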
* = called active by the depositor; ? = inconclusive; · = no result given. Cut-off read from the data, not from the text of the source, unless noted: active = inhibition above about 40%.

Start of the data: the first five compounds, ahead of the listing:
SMILES	Bim-Bcl-2	Bim-Bfl-1	RGS7-Gao reg	ABCB1 inh	RGS8-Gao reg	Bim-Bcl-W	Mcl-1 Bim block	ABCG2 inh	Bim-Bcl-XL	RGS4-Gao reg	Bim-Bcl-B
O=C(NCc1ccccn1)c1cc2ccccn2n1	0	2	102	0.1	95	1	0	0	0	103	0
O=C(CCNS(=O)(=O)c1ccccc1F)NCc1ccc2c(c1)OCO2	-3	-8	89	0.2	96	0	0	6	-5	92	-6
CCn1ccnc1[C@@H]1C[C@H]2CN(Cc3ccccc3OC)C(=O)[C@]23CCCN13	-1	-5	106	0.6	103	-2	1	1	-7	106	-3
Cc1ccc(O)c(NC(=O)C2CC(c3ccc(F)cc3)=NO2)c1 (stereo not drawn)	-2	-1	102	0.1	102	-3	-6	4	-3	100	-4
CC(=O)c1cccc(NC(=O)c2c(C)nn(-c3ccccc3)c2Cl)c1	0	-2	100	0.5	100	1	1	4	0	96	-2

The list itself (from the top)
SMILES	Bim-Bcl-2	Bim-Bfl-1	RGS7-Gao reg	ABCB1 inh	RGS8-Gao reg	Bim-Bcl-W	Mcl-1 Bim block	ABCG2 inh	Bim-Bcl-XL	RGS4-Gao reg	Bim-Bcl-B
O=C(NCc1ccccn1)c1cc2ccccn2n1	0	2	102	0.1	95	1	0	0	0	103	0
O=C(CCNS(=O)(=O)c1ccccc1F)NCc1ccc2c(c1)OCO2	-3	-8	89	0.2	96	0	0	6	-5	92	-6
CCn1ccnc1[C@@H]1C[C@H]2CN(Cc3ccccc3OC)C(=O)[C@]23CCCN13	-1	-5	106	0.6	103	-2	1	1	-7	106	-3
Cc1ccc(O)c(NC(=O)C2CC(c3ccc(F)cc3)=NO2)c1 (stereo not drawn)	-2	-1	102	0.1	102	-3	-6	4	-3	100	-4
CC(=O)c1cccc(NC(=O)c2c(C)nn(-c3ccccc3)c2Cl)c1	0	-2	100	0.5	100	1	1	4	0	96	-2
COc1cc([N+](=O)[O-])cc(/C=N/NC(=O)C(C)Nc2ccccc2C)c1O (stereo not drawn)	0	-1	99	-0.4	99	-3	-2	0	-6	100	-3
COc1ccc(-n2c(C)cc(C(=O)CCl)c2C)cc1	0	-1	94	-1.4	101	0	0	10	0	98	-5
CCc1c(C)nc2ncnn2c1N1CCC(C(=O)Nc2ccccc2)CC1	-9	-9	100	-1.9	103	-1	1	-1	1	107	-5
Cc1ccccc1-n1c(=O)c2ccccc2n(CC(=O)NCc2ccco2)c1=O	-3	-6	107	-0.5	100	0	0	1	-3	100	-4
CN(C)CCCC1(O)c2ccccc2C=Cc2ccccc21	1	-1	97	-0.1	100	-2	-1	-3	-7	99	-8
COc1cccc(CC2(CO)CCN(C(=O)NC3CCCCC3)CC2)c1	-2	-7	94	1.1	100	0	-4	4	-3	103	-4
CCCn1cnc2c(c1=O)c1nc3ccccc3nc1n2CCC1=CCCCC1	-13	-18	113	2.2	106	0	-2	43	-6	109	-9
CC(=O)N1CN(C2CCS(=O)(=O)C2)Cc2c1sc1c2CCCC1 (stereo not drawn)	-1	3	91	0.1	85	0	0	1	-2	90	-2
COc1ccc(NC(=O)C2CCN(C(=O)c3ccccc3)CC2)cc1OC	-2	0	96	-5.3	100	3	1	-5	0	93	0
O=C(NC(=S)N1CCc2ccccc21)C1CCC1	3	-1	110	1.9	100	0	0	9	0	100	-4
CCc1cc2c(=O)c(-c3nc4ccccc4n3C)c(C)oc2c(CN2CCN(CCO)CC2)c1O	-6	-3	105	0.1	118	-2	-2	0	0	108	-4
COc1ccc(N2C(=O)C3C4C=CC(C4)C3C2=O)c(OC)c1 (stereo not drawn)	-8	-3	98	0.7	99	-3	-3	1	-1	98	-3
CC(C)(C)NS(=O)(=O)c1ccc(-c2csnn2)s1	0	-3	101	0.9	100	2	-1	4	0	104	0
Cc1cccc(OCCSc2ncnc3nc[nH]c23)c1	-2	-3	89	0.2	92	-5	-2	2	-4	88	-1
CCCC(C)NC(=O)CSCc1ccc(OC)cc1 (stereo not drawn)	-3	-3	90	1.3	93	-1	0	6	-2	89	-4
Cc1cnnn1-c1ccc(C(=O)CCl)cc1	36	60*	107	0.9	100	60*	5	2	33	101	34
CC12C(=O)N(c3ccccc3C(=O)O)C(=O)C1C1C=CC2C1 (stereo not drawn)	-12	-12	97	0.0	100	-4	-7	15	-11	102	-10
O=C(NC1CCN(C(=O)NCc2ccccc2)CC1)c1ccco1	-1	0	101	0.1	101	-2	0	1	0	100	-3
CSc1ccc(/C=C/C(=O)c2ccc(O)cc2)cc1	12	15	101	0.3	100	13	14	39	18	101	10
O=C(Nc1ccc(Cl)cc1)OCc1cn(-c2ccc(Cl)cc2)nn1	-2	-4	99	-0.1	99	-4	-4	3	-3	95	-5
O=C(NCc1ccccc1)C1CC(=O)N(C2CCCCCC2)C1 (stereo not drawn)	0	-3	106	0.2	94	1	-2	4	-1	83	-7
Cc1cc(C(=O)CSc2nn(-c3ccccc3)c(=S)s2)c(C)n1Cc1ccco1	-6	-6	91	0.3	93	0	0	2	-3	89	-9
Fc1ccc(N2N=C(c3cccs3)CC2c2ccccc2)cc1 (stereo not drawn)	-1	-1	99	0.6	101	-2	-1	3	-5	98	-19
Cc1ccc(S(=O)(=O)N2CCCCC2)cc1NC(=O)COC(=O)C1CC2C=CC1C2 (stereo not drawn)	-3	6	110	7.7	123	2	-3	18	0	105	-5
N#C/C(=C\c1ccc(O)c([N+](=O)[O-])c1)c1nc2ccccc2s1	-1	-3	104	0.0	105	0	1	1	-2	105	-3
Cc1ccc(-c2nnn(CC(=O)N(CC(=O)NC(C)C)c3cnc4ccccc4c3)n2)o1	1	-3	101	0.3	104	-2	0	3	-3	104	-1
Cc1c(N2C(=O)/C(=C\c3ccc(N(C)C)cc3)N(C)C2=S)c(=O)n(-c2ccccc2)n1C	-5	-16	·	0.7	106	-3	-7	-3	-7	103	-10
CCOC(=O)c1c(NC(=O)c2c(C(=O)O)cccc2[N+](=O)[O-])sc(C)c1C	-2	5	90	0.0	86	-1	1	0	-2	92	0
COC(=O)c1c(C(=O)OC)c(-c2ccccc2)n2c1CS(=O)C2 (stereo not drawn)	-5	-9	101	-0.1	101	2	0	1	-2	101	-9
Cn1cc(C(=O)NCc2ccc(F)cc2)c(=O)c2cc(S(=O)(=O)N3CCCCC3)ccc21	-3	1	100	1.1	100	1	-1	1	1	97	0
CSc1nnc(C)c(/C=C/NOCc2cccc(F)c2)n1	-7	-6	99	0.4	102	-3	0	6	-2	99	0
CCOC(=O)c1cc(=O)n2[nH]c(-c3ccc(C)cc3)cc2n1	0	0	101	0.3	101	-2	-3	1	-3	101	-3
Cc1cc(Nc2ccccc2F)n2nc(C)nc2n1	-1	-3	104	0.4	104	-5	-4	10	-6	105	-4
C=CCSc1nccc(-c2nn(-c3ccc(C)cc3)ccc2=O)n1	-2	-10	94	0.4	97	-1	-3	7	-7	95	-10
Cc1ccc(NC(=O)CSc2nc3ccccc3c(=O)n2Cc2cccs2)cc1	0	0	102	-0.7	79	-1	0	-1	-3	99	0
CC1=C(C(=O)OCC2CCCO2)C(c2ccsc2)C2=C(CCCC2=O)N1 (stereo not drawn)	-1	-5	101	0.4	102	2	0	5	0	105	-2
CSc1nc(N)nc(SCC(=O)c2ccccc2)c1C#N	-4	1	95	-0.1	96	1	1	1	0	94	0
O=C(CSc1nc2ccsc2c(=O)n1NC(=O)c1ccccc1)Nc1nccs1	0	1	105	0.2	106	-1	0	1	-6	110	-3
CCOC(=O)N1CCC(N2Cc3cccc(C(=O)O)c3C2=O)CC1	-4	-8	102	0.0	100	-1	0	-1	-3	103	-3
Cc1ccc(N(C)C(=O)n2cnc3ccccc32)cc1	-1	-1	101	0.5	103	-1	0	2	1	101	-2
CCOc1ccc(NC(=S)N(Cc2ccc(Cl)cc2)Cc2ccco2)cc1	0	-1	101	0.6	100	0	0	2	3	96	0
O=C(CSc1nnc(-c2cccnc2)o1)Oc1ccccc1	-6	-7	102	0.0	101	1	-2	0	-2	106	-5
CC1=CCC(C(=O)O)C(C(=O)Nc2nc3ccc(S(C)(=O)=O)cc3s2)C1 (stereo not drawn)	0	4	100	0.9	100	2	15	9	2	100	3
O=C(O)/C=C/c1cn(Cc2ccccc2)nc1-c1ccccc1	0	-1	97	0.6	100	1	-1	2	3	97	-1
CSCCC(NS(=O)(=O)c1ccc(Cl)cc1)C(=O)OCC(=O)NC12CC3CC(CC(C3)C1)C2 (stereo not drawn)	-8	-20	101	1.6	102	-1	-4	10	-6	103	-10

Further structures
SMILES	Bim-Bcl-2	Bim-Bfl-1	RGS7-Gao reg	ABCB1 inh	RGS8-Gao reg	Bim-Bcl-W	Mcl-1 Bim block	ABCG2 inh	Bim-Bcl-XL	RGS4-Gao reg	Bim-Bcl-B
COc1cccc(CNC(=O)Cc2c(C(=O)O)[nH]c3ccccc23)c1	-3	-12	99	0.1	101	3	1	0	-1	99	-5
CCOC(=O)c1cnc(SC)nc1Oc1cccc(NC(=O)c2ccc(C)cc2)c1	-17	-14	108	2.2	105	-4	-6	60	-9	104	-8
CCCCCn1nc(-c2ccccc2)c2nc3ccccc3nc21	6	3	97	5.1	100	5	4	8	7	93	-22
NC(=S)NNc1ccnc2cc(Cl)ccc12	-5	-1	93	0.4	93	-5	-5	6	-7	94	-12
C=CCn1c(=NC(=O)c2ccc(S(=O)(=O)N3CCCc4ccccc43)cc2)sc2cc(S(N)(=O)=O)ccc21	0	1	100	-3.1	101	-3	-4	-6	-4	100	-7
Cc1ccc(NC(=O)C(=O)NCC2OCCc3ccccc32)cc1 (stereo not drawn)	-5	-8	106	0.1	101	-2	-3	0	-4	101	-4
CS(=O)(=O)N(CCC(=O)O)Cc1ccccc1	0	-3	98	0.5	102	-1	-2	5	-2	97	0
CCOC(CNC(=O)c1nnc(Cc2cc(OC)c(OC)c(OC)c2)o1)OCC	-2	-3	100	5.1	99	2	4	2	1	102	-1
Cc1ccc(C(=O)NC2CCS(=O)(=O)C2)cc1S(=O)(=O)N1CCCCCC1 (stereo not drawn)	1	3	108	0.1	108	0	1	0	0	107	1
O=C1CSC(c2ccccn2)N1Cc1cn2ccccc2n1 (stereo not drawn)	-9	-12	104	0.1	102	0	-2	1	-12	102	-7
COc1ccccc1NC(=O)c1csc(-n2nc(C)cc2C(F)(F)F)n1	-4	3	100	0.8	100	0	3	39	4	99	4
COc1ccc(OC)c(CCNC(=O)CSc2ccsc2[N+](=O)[O-])c1	0	-2	?	0.7	100	0	-4	5	-4	99	-5

Screening data deposited in PubChem by NMMLSC.
